# NSD2 HMT inh: NSD2 (human) methyltransferase inhibition; inhibition, % at 12.5 µM; O96028; NSD2 peptide methylation, AlphaScreen, 120 min; hit rate 0.54% among 310,000; in the data active = inhibition above about 50%
# Target sequence (O96028 whole entry, looked up): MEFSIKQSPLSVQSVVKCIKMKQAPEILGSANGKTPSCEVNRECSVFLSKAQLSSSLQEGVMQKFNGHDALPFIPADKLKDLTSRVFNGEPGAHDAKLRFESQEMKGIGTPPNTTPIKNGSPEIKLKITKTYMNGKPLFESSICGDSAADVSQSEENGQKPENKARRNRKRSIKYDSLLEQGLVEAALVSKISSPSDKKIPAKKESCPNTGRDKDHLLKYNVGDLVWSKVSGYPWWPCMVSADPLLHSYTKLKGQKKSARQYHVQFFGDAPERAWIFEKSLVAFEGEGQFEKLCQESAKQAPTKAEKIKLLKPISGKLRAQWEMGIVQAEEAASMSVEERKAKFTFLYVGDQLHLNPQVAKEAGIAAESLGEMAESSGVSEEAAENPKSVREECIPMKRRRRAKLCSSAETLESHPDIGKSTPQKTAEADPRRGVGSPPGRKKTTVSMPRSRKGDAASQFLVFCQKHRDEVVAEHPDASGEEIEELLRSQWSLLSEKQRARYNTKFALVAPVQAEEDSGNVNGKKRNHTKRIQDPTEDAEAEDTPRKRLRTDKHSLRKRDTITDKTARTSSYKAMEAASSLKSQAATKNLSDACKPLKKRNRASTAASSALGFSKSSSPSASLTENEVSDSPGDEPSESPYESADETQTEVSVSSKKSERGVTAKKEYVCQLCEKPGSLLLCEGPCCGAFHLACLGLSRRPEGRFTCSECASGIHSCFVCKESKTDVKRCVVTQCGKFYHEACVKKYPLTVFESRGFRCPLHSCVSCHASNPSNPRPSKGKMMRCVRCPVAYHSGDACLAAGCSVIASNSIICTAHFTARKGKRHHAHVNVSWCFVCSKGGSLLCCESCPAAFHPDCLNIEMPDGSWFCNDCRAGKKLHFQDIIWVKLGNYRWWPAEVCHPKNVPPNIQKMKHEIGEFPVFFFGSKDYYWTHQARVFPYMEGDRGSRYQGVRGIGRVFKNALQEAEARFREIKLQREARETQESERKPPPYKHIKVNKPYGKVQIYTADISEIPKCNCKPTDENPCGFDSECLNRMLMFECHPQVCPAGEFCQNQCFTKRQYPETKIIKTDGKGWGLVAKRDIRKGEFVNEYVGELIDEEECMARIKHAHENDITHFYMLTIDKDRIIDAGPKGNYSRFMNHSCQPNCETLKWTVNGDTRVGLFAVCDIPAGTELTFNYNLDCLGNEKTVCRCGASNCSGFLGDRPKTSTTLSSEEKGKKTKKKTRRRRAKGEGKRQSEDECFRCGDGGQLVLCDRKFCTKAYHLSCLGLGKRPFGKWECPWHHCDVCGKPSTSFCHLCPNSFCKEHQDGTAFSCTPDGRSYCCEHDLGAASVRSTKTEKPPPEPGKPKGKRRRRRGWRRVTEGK
# * hit, by the source's call. Only part of the results is shown; count on the stated rates, not on these rows.
# A first look, 2 compounds:
NSD2 HMT inh	canonical_smiles
-3	Cc1cccc(NC(=O)[C@@H]2CC(=O)O[C@@H]2c2ccccc2)c1C
48	COC(=O)c1ccc(Cn2c(C)c(C(=O)NCc3ccco3)sc2=O)o1

# The list itself, from the start:
NSD2 HMT inh	canonical_smiles
-3	Cc1cccc(NC(=O)[C@@H]2CC(=O)O[C@@H]2c2ccccc2)c1C
48	COC(=O)c1ccc(Cn2c(C)c(C(=O)NCc3ccco3)sc2=O)o1
6	COc1cccc(C=NNC(=O)CSc2nc3ccccc3[nH]2)c1O
1	CC(C)C(N)c1csc(Nc2ccc(C(F)(F)F)cn2)n1 (centres undefined)
-1	CN1C2=N[C@@H](c3ccc4c(c3)OCO4)CC(=O)N2/C(=C\c2ccccc2)[C@@H]1c1ccccc1
7	CCOC(=O)C1(C)CCN1C(=O)c1cc(C)oc1C (centres undefined)
-1	NC(c1csc(Nc2ncccn2)n1)c1ccccc1Cl (centres undefined)
0	CC1(C(=O)NS(=O)(=O)c2cccc(C#N)c2)CCN1C(=O)CCc1ccccc1 (centres undefined)
-1	CC(C)NC(=O)c1ccc(-c2ccc(F)c(F)c2)c2ccoc12
-3	CCc1nc2cc(NC(=O)C3(C)CCCN(C(C)=O)C3)ccc2o1 (centres undefined)
-1	CCc1nc2ccc(C(=O)Nc3ccc(NC(C)=O)cc3)cn2c1N(C)CCCc1ccccc1
-4	CCCS(=O)(=O)NC(=O)C1(C)CCN(C(=O)c2ccco2)C1 (centres undefined)
-1	COc1ccccc1-c1c(NC(=O)c2ccco2)n(-c2ccccc2)nc(C)c1=O
-1	OC[C@@H]1CN(Cc2ccc(Cl)cc2)C[C@H](n2cnc3c(NC4CC4)ncnc32)O1
1	COc1ccc(NC(=O)c2cc(C3CCCCN3S(=O)(=O)Cc3ccccc3)on2)c(C)c1 (centres undefined)
6	COc1ccccc1C(NC(=O)C1CCN(CCOc2ccc(Cl)cc2)CC1)c1ccccn1 (centres undefined)
0	COCCCNC(=O)c1cccc2c(-c3ccnn3C)coc12
1	COc1ccc(-c2ccc(C(=O)Nc3ccc(NC(C)=O)cc3)c3occc23)c(C)c1
2	Nn1c(SCC(=O)Nc2ccc(S(=O)(=O)Nc3nccs3)cc2)nnc1-c1ccco1
1	CCNC(=O)C1(C)CCN(C(=O)c2ccc(C)c(F)c2)C1 (centres undefined)
-1	CCOc1ccc(-n2c(SCC(=O)Nc3ccc4c(c3)OCCO4)nnc2-c2ccncc2)cc1
2	COc1cccc(C(NC(C)=O)c2nc(-c3cccnc3)cs2)c1 (centres undefined)
0	CCc1nc2c(OCc3cc(Cl)cc(Cl)c3)cccn2c1N(C)C(=O)c1cccc(OC)c1
2	COc1ccc(-c2cc(C(=O)NN=Cc3ccccc3[N+](=O)[O-])[nH]n2)cc1
-1	CC(=O)NC(c1cccc(F)c1)c1nc(-c2cnn(C)c2)cs1 (centres undefined)
-4	CC(=O)C1=C(C)N(CC(C)C)C(=S)NC1c1ccc(Br)cc1 (centres undefined)
6	COc1ccccc1-c1cnc(C(O)c2cc(C)c(OC)c(C)c2)[nH]1 (centres undefined)
4	CC(=O)NC(c1ccccc1)c1nc(-c2cccc(C(C)C)c2)cs1 (centres undefined)
-3	COc1ccc(C(C)(O)c2nc(-c3ccc4ccccc4c3)cs2)cc1 (centres undefined)
-5	CCC(CC)C(=O)N(C)c1c(C)nc2c(OCC3CCCCC3)cccn12
0	CC1(C(=O)Nc2cnc3ccccc3c2)CCN1C(=O)CCc1ccccc1 (centres undefined)
-3	CCCNC(=O)c1cc(C2CCCCN2S(=O)(=O)c2ccccc2)on1 (centres undefined)
2	CCN(CC)c1c(C)nc2ccc(C(=O)Nc3cc(-c4ccccc4)ccc3OC)cn12
-1	COCCNC(=O)C1(C)Cc2c(-c3cccc(C(N)=O)c3)ccnc2O1 (centres undefined)
0	CCc1nc2ccc(C(=O)Nc3cc(-c4ccccc4)ccc3OC)cn2c1N(C)Cc1ccc(Cl)cc1
-1	COc1cc(CNC(=O)Nc2cccn3nc(COCCO)nc23)cc(OC)c1OC
15	COc1ccc(-c2noc(-c3csc([C@@H]4C[C@H](O)[C@@H](CO)O4)n3)n2)cc1OC
-3	CC(C)(C)c1ccc(-c2nnc3n2N=C(c2ccc(-c4ccccc4)cc2)CS3)cc1
-1	CCCCNC(=O)C1(C)CCCCN1Cc1ccc(OCc2ccccc2)cc1 (centres undefined)
-3	CC(=O)Nc1cc(-c2ccc(C(=O)N3CCOCC3)cc2)cn2c(-c3cccc(C(C)=O)c3)cnc12
-2	O=C(NCc1cccc(Cl)c1)C1Cc2c(-c3ccccc3)ccnc2O1 (centres undefined)
-3	O=C(CCl)Nc1ccc(C(=O)NCC2COc3ccccc3O2)cc1 (centres undefined)
-1	Cc1cc2c(s1)c1cnn(Cc3cc(F)c(F)cc3F)c(=O)c1n2C
-5	Cn1cccc1C=NNC(=O)c1cc(-c2ccc(Cl)cc2)n[nH]1
12	CCN(CC)C(=O)c1csc([C@@H]2O[C@H](CO)[C@H](O)[C@H](O)[C@H]2O)n1
-6	COc1ccc(NC(=O)c2cc(C3CCCCN3C(=O)c3cc(OC)c(C)c(OC)c3)on2)c(C)c1 (centres undefined)
-2	O=C(Cn1nnc(-c2ccccc2F)n1)Nc1ccc(Cl)c(Cl)c1
-1	CCOC(=O)C1CCCN(C(=O)c2cccc3ccccc23)CC1 (centres undefined)
1	Cc1ccc(-n2c(SCC(=O)Nc3ccccc3-c3ccccc3)nnc2-c2cccnc2)cc1
11	O=C(NCCc1cccc(F)c1)c1cc2ccccn2n1

# Further compounds:
NSD2 HMT inh	canonical_smiles
3	COc1cc(-c2cnc3c(NC=O)cc(-c4ccccc4Cl)cn23)cc(OC)c1OC
-3	Cn1nc(C(C)(C)C)cc1C(=O)N1CCCCC1c1cc(C(=O)Nc2ccccc2)no1 (centres undefined)
-5	CC1(C(=O)Nc2cccc(Oc3ccccc3)c2)CCN1Cc1cc2ccccc2o1 (centres undefined)
2	COCOc1cccc(CN2CCC2(C)C(=O)Nc2ccc(C)c(O)c2)c1 (centres undefined)
-13	CCNC(=O)C1(C)CCCN1C(=O)c1ccc2c(c1)OCO2 (centres undefined)
0	O=C(OCC#CCSc1nnc(-c2cccc3ccccc23)o1)c1ccc(OC(F)F)cc1
0	NCc1csc(NC(=O)Nc2cccc(Cl)c2)n1
-1	CCOC(=O)C1(C)CCCCCN1C(=O)c1ccc(OC)cc1 (centres undefined)
0	COc1ccc(CNC(=O)N2CCc3nc(Nc4cc(OC)c(OC)c(OC)c4)ncc3C2)cc1
-1	CCOC(=O)C1CCCN(C(=O)c2cccc(Cl)c2)CC1 (centres undefined)
-9	O=C(Nc1sc2c(c1-c1nc3ccccc3s1)CCNC2)C(F)(F)F
-1	CC1(C(=O)Nc2ccc3c(c2)OCCO3)CCN1C(=O)C/C=C/c1ccccc1 (centres undefined)
4	OC(c1cc(F)cc(Cl)c1)c1ncc(-c2cccc(C(F)(F)F)c2)[nH]1 (centres undefined)
1	CC(=O)N1CCCN(C(=O)C2CCN(c3ncnc4c3sc3cccc(F)c34)CC2)CC1
-1	OC(c1ccccc1)(c1ccccc1)C1CCN(CCCOc2ccc(-c3cncnc3)cc2)CC1
-1	CC(C)CNC(=O)C1(C)CCCN1C(=O)c1ccc2c(c1)CCO2 (centres undefined)
3	COC(=O)C1=C(C)N(Cc2cccc(C(F)(F)F)c2)C(=NCc2cc(OC)c(OC)c(OC)c2)NC1CCc1ccccc1 (centres undefined)
1	O=c1ccn2c(n1)OC1CC2OC1COC(c1ccccc1)(c1ccccc1)c1ccccc1 (centres undefined)
12	CC(C)N1CCC1(C)C(=O)Nc1ccc(-n2cccc2)cc1 (centres undefined)
-1	Cc1ccc(S(=O)(=O)N2CCCc3nc(-c4ccc(Br)cc4)ccc32)cc1
0	N#Cc1ccc(S(=O)(=O)N2CCCCC2c2cc(C(=O)NCc3cccnc3)no2)cc1 (centres undefined)
-1	CCCC(C)(C)C(=O)N1CCC1(C)C(=O)NS(=O)(=O)c1ccccc1Cl (centres undefined)
0	CCCNC(=O)c1cc(C2CCCN(S(=O)(=O)c3cccc4cccnc34)C2)on1 (centres undefined)
3	COCCN1C[C@@H](CO)O[C@@H](n2cnc3c(N4CCN(CCO)CC4)ncnc32)C1
-1	CC1(C(=O)NCc2cccc(C(F)(F)F)c2)CCN1Cc1ccc(-c2ccccc2)o1 (centres undefined)

# 16 successive compounds out of the list so far:
NSD2 HMT inh	canonical_smiles
-1	CCOC(=O)C1CCCN(C(=O)c2cccc(Cl)c2)CC1 (centres undefined)
-9	O=C(Nc1sc2c(c1-c1nc3ccccc3s1)CCNC2)C(F)(F)F
-1	CC1(C(=O)Nc2ccc3c(c2)OCCO3)CCN1C(=O)C/C=C/c1ccccc1 (centres undefined)
4	OC(c1cc(F)cc(Cl)c1)c1ncc(-c2cccc(C(F)(F)F)c2)[nH]1 (centres undefined)
1	CC(=O)N1CCCN(C(=O)C2CCN(c3ncnc4c3sc3cccc(F)c34)CC2)CC1
-1	OC(c1ccccc1)(c1ccccc1)C1CCN(CCCOc2ccc(-c3cncnc3)cc2)CC1
-1	CC(C)CNC(=O)C1(C)CCCN1C(=O)c1ccc2c(c1)CCO2 (centres undefined)
3	COC(=O)C1=C(C)N(Cc2cccc(C(F)(F)F)c2)C(=NCc2cc(OC)c(OC)c(OC)c2)NC1CCc1ccccc1 (centres undefined)
1	O=c1ccn2c(n1)OC1CC2OC1COC(c1ccccc1)(c1ccccc1)c1ccccc1 (centres undefined)
12	CC(C)N1CCC1(C)C(=O)Nc1ccc(-n2cccc2)cc1 (centres undefined)
-1	Cc1ccc(S(=O)(=O)N2CCCc3nc(-c4ccc(Br)cc4)ccc32)cc1
0	N#Cc1ccc(S(=O)(=O)N2CCCCC2c2cc(C(=O)NCc3cccnc3)no2)cc1 (centres undefined)
-1	CCCC(C)(C)C(=O)N1CCC1(C)C(=O)NS(=O)(=O)c1ccccc1Cl (centres undefined)
0	CCCNC(=O)c1cc(C2CCCN(S(=O)(=O)c3cccc4cccnc34)C2)on1 (centres undefined)
3	COCCN1C[C@@H](CO)O[C@@H](n2cnc3c(N4CCN(CCO)CC4)ncnc32)C1
-1	CC1(C(=O)NCc2cccc(C(F)(F)F)c2)CCN1Cc1ccc(-c2ccccc2)o1 (centres undefined)

# The listing continues.
NSD2 HMT inh	canonical_smiles
4	COCCN1C[C@@H](CO)O[C@@H](n2cnc3c(N4CCN(C)CC4)ncnc32)C1
2	N#Cc1ccc(S(=O)(=O)N2CCCCC2c2cc(C(=O)N3CCOCC3)no2)cc1 (centres undefined)
5	COc1ccc(CN2CCC(CNC(=O)NC(C)C)CC2)cc1
6	Cn1cccc1C(=O)N1CCN(S(=O)(=O)c2ccc(Br)s2)CC1
-1	COc1cccc(CNC(=O)[C@H]2CCCN2C(=O)[C@H]2CCCN2)c1
-1	COCCNc1nc2cc(-c3ccsc3)sc2c(=O)n1C
1	Cc1ccc(-c2nnc(SCC(=O)Nc3ccc(OCc4ccccc4)cc3)n2-c2ccc(Cl)cc2)cc1
-1	CC1(Cc2ccccc2OC(F)(F)F)C(=O)Nc2ccc(S(=O)(=O)NC3CCCCC3)cc21 (centres undefined)
-4	CC1(C(=O)O)CCCN1C(=O)c1ccc(Cl)cc1Cl (centres undefined)
0	COc1cc(Nc2ccn3nc(-c4ccc(F)cc4)cc3n2)cc(OC)c1OC
9	CC(N)c1csc(Nc2ccc(C(=O)NCCO)cc2)n1 (centres undefined)
-2	Cc1ccc(F)c(S(=O)(=O)NC(=O)C2(C)CCN2C(=O)C/C=C/c2ccccc2)c1 (centres undefined)
-1	NS(=O)(=O)c1ccc(NC(=S)Nc2ccc(S(=O)(=O)Nc3nccs3)cc2)cc1
0	N#Cc1cccc(NC(=O)c2cc(C3CCCCN3S(=O)(=O)c3ccccc3)on2)c1 (centres undefined)
-1	OC(c1ccccc1)(c1nc(/C=C/c2ccccc2)cs1)C(F)(F)F (centres undefined)
1	COc1cccc(Nc2nc(CN)cs2)n1
-3	O=C1C=C(O)CC2(CCCCC2)C1
-2	O=C(NCc1cccs1)c1ccc2nc([C@@H]3O[C@H](CO)[C@H](O)[C@H](O)[C@H]3O)[nH]c2c1
2	COc1ccc(-c2csc(=Nc3ccccc3)n2CC(O)c2ccc([N+](=O)[O-])cc2)cc1 (centres undefined)
1	Cc1ccc2ccccc2c1C(O)c1ncc(-c2ccccc2F)[nH]1 (centres undefined)
-2	C=CCn1c(Cc2cccs2)nnc1SCC(=O)Nc1ccc(OCc2ccccc2)cc1
-9	O=C(Cn1cc(COc2ccc3ccccc3c2)nn1)NS(=O)(=O)c1cccc(OC(F)F)c1
5	CCN(C(=O)COC(=O)c1ccc(Sc2ncn[nH]2)c([N+](=O)[O-])c1)c1ccccc1C
-11	CC(C)C(C=Cc1ccccc1)=NNS(=O)(=O)c1ccccc1
-3	CCC(C)CNC(=O)CSc1nnc(-c2cccnc2)n1C1CCCCC1 (centres undefined)
1	CC(=O)Nc1cccc(-c2ccnc3c2CC(C)(C(=O)NCCc2ccccc2)O3)c1 (centres undefined)
-1	NC(Cc1ccc(C(F)(F)F)cc1)c1csc(NC(=O)Nc2ccccc2Oc2ccccc2)n1 (centres undefined)
0	CSCCC(NC(=O)OCc1ccccc1)C(=O)NC(Cc1c[nH]c2ccccc12)C(=O)O (centres undefined)
0	CCN=C1NC(c2ccccc2C(F)(F)F)C(C(=O)OC)=C(C)N1Cc1ccc(C(F)(F)F)cc1 (centres undefined)
-1	FC(F)C(F)(F)Oc1cccc(Nc2nccn3c(-c4ccc5ccccc5c4)cnc23)c1
3	O=C(COC(=O)c1ccc(Sc2ncn[nH]2)c([N+](=O)[O-])c1)Nc1cccc(Cl)c1F
4	CC1(C(=O)NS(=O)(=O)C2CC2)CCN(C(=O)c2ccc(F)cc2Cl)C1 (centres undefined)
-2	CCOC(=O)C1(C)CCN1C(=O)c1ccc(C#N)cc1 (centres undefined)
0	CCc1nc2c(OCc3ccccc3)cccn2c1N(C)C(=O)c1ccco1
-1	COc1cccc(C(O)c2nc(-c3ccc(F)cc3OC)cs2)c1 (centres undefined)
0	CC1(C(=O)NS(=O)(=O)c2ccccc2Cl)CCN1C(=O)CC1CCCC1 (centres undefined)
-4	Nc1nc(=O)n(C2CC(O)C(CO)O2)cc1Cl (centres undefined)
1	CN(C)c1cccc(NC(=O)C2Cc3c(-c4ccccc4Oc4ccccc4)ccnc3O2)c1 (centres undefined)
0	Cc1[nH]c2ccccc2c1CCN(Cc1cccs1)C(=O)Nc1cccc2c1OCO2
0	CC1(C(=O)NS(=O)(=O)c2cccc(OC(F)F)c2)CCN1C(=O)C1CC1 (centres undefined)
5	Cc1cc(F)ccc1C(O)c1ncc(-c2ccccc2Cl)[nH]1 (centres undefined)

# Source: PubChem
